# S-ASM inh = human S-ASM enzyme inhibition; P17405; placental ASM, HMU-PC fluorogenic substrate, 60 min; Potency, µM (highest dose often 57.5 µM), inactives show at the top dose activity change, negative = inhibition, actives largely listed as inhibitors; 0.006% of 340,000 active; note: potency is the fitted concentration of half-maximal effect
#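 Human placenta-derived ASM preincubated with compound 10 min at room temperature, then reacted with 9 uM (final) fluorogenic HMU-PC substrate for 60 min at 37 C. Stop solution raises pH to 10; fluorescence read at Ex 386/Em 447 nm.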
# AT treatment = potential ataxia-telangiectasia treatment; 0.19% of 320,000 active; […] A-T fibroblasts, KAP-1 phosphorylation AlphaLISA; neocarzinostatin DNA damage 30 min before lysis; Potency, µM (titrated, usually from 57.5 µM), inactives show at the highest dose activation, most hits filed as activators; AID 485349; note: potency is the fitted concentration of half-maximal effect; % of control where 0% means no effect; nearly all actives have a fitted effect of over 45% in size
#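 ATM-like activity read as KAP-1 phosphorylation via AlphaLISA donor/acceptor antibody pairs after lysis and 6 hr at 25C. Cells were ATM-null patient fibroblasts ([…], hTERT), dosed 60 min, then exposed to the DSB inducer NCS for 30 min.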
# CXXC DNA block = blocks binding of human MLL CXXC domain to DNA; MLL-CXXC / FITC-HOXA9 DNA fluorescence polarization; Potency, µM (series often up to 115 µM), without a hit: at the top dose activity change, negative = inhibition, usual class: inhibitors; 0.037% of 290,000 active; active = well fitted inhibition curve with a large enough effect in the polarisation, with a control signal flat, not every such curve was filed as active; inconclusive = small, poorly fitted or top-dose-only effect, or effect the other way, or a change in a side signal; inactive = no such curve, though single readings can be large or run the other way; the % refers to the polarisation; note: potency is the fitted concentration of half-maximal effect
#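 Steps: dispense CXXC domain solution (7 uM) → pin compounds or unlabeled HOX-A9 DNA control → 5 min ambient → add FLSN-HOX-A9 solution (50 nM) → spin → 30 min ambient → fluorescence polarization. Tris pH 7.5/NaCl/DTT/BSA buffer.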
# PTAP TSG101 blk = blocks PTAP/TSG101 interaction to inhibit HIV-1 budding. Fluorescence polarization, FITC-PTAP peptide / Tsg101 binding. Potency, µM (doses to about 115 µM), for the others: at the top dose activity change, negative = inhibition, usual class: inhibitors. 340,000 tested, under 10 active. AID 493005; active = well fitted inhibition curve with a large enough effect in the main read-out, with a control signal flat, not every such curve was filed as active; inconclusive = small, poorly fitted or top-dose-only effect, or effect the other way, or a change in a side signal; inactive = no such curve, though single readings can be large or run the other way; note: potency is the fitted concentration of half-maximal effect; % of control where 0% means no effect
#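 Fluorescence polarization binding of Tsg101 binding domain (10 uM final) to FITC-labeled PTAP peptide (50 nM final) in HEPES pH 7.5 buffer with NaCl, Tween 20, EDTA, TCEP. Compounds added before peptide; binding 20 min at RT.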
# TCR activator = activates T cell receptor signaling. 330,000 tested, under 10 active. primary human leukocytes, anti-CD3, IL-2 HTRF, 48 h. Potency, µM (series often up to 9.22 µM), inactives show at the top dose activation of IL-2 secretion, usual class: activators. AID 504894; note: % of control where 0% means no effect
#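 48 hr co-incubation of compounds, a-CD3 beads and primary human leukocytes; IL-2 quantified homogeneously by HTRF with anti-IL-2 K and d2 conjugates.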
# Mito fusion act = mitochondrial division inhibition or fusion activation | S. cerevisiae fusion-defective mutant growth rescue, CellTiterGlo 48 h | Potency, µM (doses to about 46.1 µM), without a hit: at the highest dose growth rescue (activation), usual class: activators | 0.23% of 320,000 active;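 note: potency is the fitted concentration of half-maximal effect; % of control where 0% means no effect; nearly all actives have a fitted effect of over 45% in size; temperature-sensitive fusion mutants such as fzo1-1 at 37 °C on non-fermentable ethanol glycerol medium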
#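 Read-out: ATP-based luminescence (CellTiterGlo, 10 min ambient) reporting growth of fusion-defective ts yeast after 48 hours at 37C on glycerol/ethanol YPEG medium in the presence of compound.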
# Menin-MLL TR inh = menin-MLL binding inhibition, Texas Red mutant peptide; O00255; Menin + Texas Red MLL mutant peptide, fluorescence polarization; Potency, µM (doses to about 61.6 µM), without a hit: at the top dose FP activity change, negative = inhibition, most hits filed as inhibitors; 0.23% of 270,000 active; AID 1768; active = well fitted inhibition curve with a large enough effect in the polarisation, with a control signal flat, not every such curve was filed as active; inconclusive = small, poorly fitted or top-dose-only effect, or effect the other way, or a change in a side signal; inactive = no such curve, though single readings can be large or run the other way; the % refers to the polarisation; note: potency is the fitted concentration of half-maximal effect; % of control where 0% means no effect; many of its hits are not listed in these tables
# Integrin act MD = activators of alpha7 integrin expression for muscular dystrophy; alpha7betagal myoblasts, beta-gal FDG fluorescence, 48 h; Potency, µM (doses to about 38.3 µM), for the others: at the highest dose activation, usual class: activators; 0.064% of 350,000 active; AID 624291;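 note: potency is the fitted concentration of half-maximal effect; 100% = response of the positive control SU9516; nearly all actives have a fitted effect of over 60% in size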
#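 Alpha7betagal+/- myoblasts (passage 13) were plated 16-24 hr, then exposed to compounds (1:260 dilution of DMSO stock) for 48 hours at 37C. After MPER lysis, β-galactosidase reporter activity was read as FDG fluorescence (ex 480/em 540) after 30 minutes.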
# MBNL1-CUG inh = MBNL1-poly(CUG) RNA binding inhibition; Potency, µM (series often up to 57.5 µM), without a hit: at the top dose activity change, negative = inhibition, most hits filed as inhibitors; TR-FRET MBNL1-His/biotin-(CUG)12 binding, 665/545 ratio; Q9NR56; 0.036% of 280,000 active; active = well fitted inhibition curve with a large enough effect in the signal ratio, with a control signal flat, not every such curve was filed as active; inconclusive = small, poorly fitted or top-dose-only effect, or effect the other way, or a change in a side signal; inactive = no such curve, though single readings can be large or run the other way; the % refers to the signal ratio; note: potency is the fitted concentration of half-maximal effect; % is set by controls: 0 for no effect and ±100 for the full control effect
#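 His-tagged MBNL1 binding to biotinylated (CUG)12 RNA was measured by TR-FRET using terbium anti-His antibody (0.055 ng/ul final) and streptavidin-XL665 (5 nM final). Compounds were titrated 92 nM to 58 uM; 60 min at room temperature.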
# TSHR antagonist = blocks TSH signaling through the human TSH receptor; activity change, negative = inhibition, % at 11.5 µM; TSHR-expressing cells, TSH-stimulated cAMP HTRF, 2 h; active compounds read low; 0.2% of 330,000 active; P16473;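 active = activity change below a set negative limit, meaning inhibition stronger than a set level, cut at about -70% in these data; inconclusive = activity change between two set negative limits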; note: % is set by controls: 0 for no effect and ±100 for the full control effect
# Target sequence (P16473 whole entry, looked up): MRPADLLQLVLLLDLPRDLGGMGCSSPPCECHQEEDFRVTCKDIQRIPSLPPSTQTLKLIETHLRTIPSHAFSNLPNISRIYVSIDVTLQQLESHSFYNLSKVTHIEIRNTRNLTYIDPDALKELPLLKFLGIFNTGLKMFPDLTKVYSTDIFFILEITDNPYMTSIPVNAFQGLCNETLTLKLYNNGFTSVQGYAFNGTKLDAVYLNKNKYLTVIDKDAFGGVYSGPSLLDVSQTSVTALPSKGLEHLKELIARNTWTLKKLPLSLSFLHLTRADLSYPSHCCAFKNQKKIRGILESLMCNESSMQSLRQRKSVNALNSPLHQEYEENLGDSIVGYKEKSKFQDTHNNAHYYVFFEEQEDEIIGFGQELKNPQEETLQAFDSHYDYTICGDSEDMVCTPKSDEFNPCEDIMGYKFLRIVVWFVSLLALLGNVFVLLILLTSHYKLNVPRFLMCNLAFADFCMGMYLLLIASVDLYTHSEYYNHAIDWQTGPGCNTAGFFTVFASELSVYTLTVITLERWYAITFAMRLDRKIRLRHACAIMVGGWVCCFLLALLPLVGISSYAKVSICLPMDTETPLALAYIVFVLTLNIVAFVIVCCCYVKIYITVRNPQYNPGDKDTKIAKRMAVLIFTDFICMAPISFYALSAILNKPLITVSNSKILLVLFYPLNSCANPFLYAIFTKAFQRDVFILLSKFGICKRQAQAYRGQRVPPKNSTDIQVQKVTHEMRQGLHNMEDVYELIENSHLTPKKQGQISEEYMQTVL
#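 Antagonism was scored as loss of TSH-driven cAMP in TSHR cells, stimulated with 4nM TSH (EC80) for 2 hours at 37 deg C and detected by homogeneous HTRF competition immunoassay.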
# Starred values were filed as active, the others as inactive; i = inactive; ? = inconclusive; / = not tested or not shown; [ ] = another dose, or the depositor's remark. Unless noted, calls come from the whole dose curve; as a rule, active = well fitted curve in the direction sought with a large enough effect; inconclusive = small, poorly fitted or top-dose-only effect, or another doubt; inactive = no such curve, though single readings can be large; an effect the other way counts as inactive or inconclusive.
SMILES,S-ASM inh,AT treatment,CXXC DNA block,PTAP TSG101 blk,TCR activator,Mito fusion act,Menin-MLL TR inh,Integrin act MD,MBNL1-CUG inh,TSHR antagonist
O=C(Cn1cnc2ccc(Cl)cc2c1=O)NC1CCS(=O)(=O)C1 (centres undefined),6%,11%,/,-5%,15%,-3%,/,13%,/,4
OC(COCc1cccs1)CN1CCN(c2ccccn2)CC1 (centres undefined),6%,-1%,-6%,1%,/,-1%,-4%,5%,5%,1
O=C(CCc1nnc(COc2ccccc2)o1)NCc1ccc(Cl)s1,2%,-2%,2%,-2%,-2%,-1%,2%,6%,7%,-5
CC(C)c1cc(C(C)C)c(S(=O)(=O)N2CCNCC2)c(C(C)C)c1,4%,/,/,-1%,-3%,/,/,-36%,/,/
CCn1cc(SCC(=O)NCc2ccc3c(c2)OCO3)c2ccccc21,-7%,6%,2%,-3%,5%,17%,0%,1%,1%,-5
O=C(N/C(=C/c1cccc([N+](=O)[O-])c1)C(=O)N1CCCCCC1)c1cccs1,-2%,5%,-9%,0%,3%[46.1 µM],0%,-19%,3%,?,10
C=CCNC(=O)N1C2=NC(C(=O)OC)=C(C(=O)OC)[C@@H]3N(Cc4ccccc4)c4ccccc4[C@]23C[C@H]1C(=O)OC,0%,/,/,-1%,-3%,/,/,7%,/,/
CC(C)CN1C2CCCC1CC(NC(=S)NCc1ccco1)C2 (centres undefined),3%,3%,0%,-1%,2%,0%,-12%,10%,-1%,5
CCCCn1c(=O)[nH]c2ccccc21,2%,-3%,-2%,-2%,-2%,0%,-3%,-7%,6%,-3
COc1ccc(CNC(=O)CCC(=O)c2ccccc2)cc1,-3%,-4%,/,0%,-1%,2%,/,-18%,/,-6
CC1(C)CC(=O)c2cc3c(nc2C1)CC(C)(C)CC3=O,3%,1%,8%,-4%,-6%[46.1 µM],-1%,10%,23%,0%,12
S=C(NCc1ccncc1)Nc1ccc(Cl)c(Cl)c1,0%,6%,13%,-3%,0%[46.1 µM],0%,15%,-38%,-16%,-10
Cc1cc(=O)oc2ccc(OC(=O)c3cccc(S(=O)(=O)N4CCOCC4)c3)cc12,-2%,0%,-2%,-8%,-1%,-3%,-12%,5%,10%,-9
C[C@H](NC(=O)c1nc[nH]c1C(=O)NCCCCCNC(=O)OC(C)(C)C)C(=O)OCc1ccccc1,-2%,-5%,15%,1%,15%,-2%,1%,-46%[inhibitor],-6%,-10
CC(=O)OC[C@H]1O[C@@H](Oc2cc(O)cc3oc(-c4ccc(O)cc4)cc(=O)c23)[C@H](O[C@@H]2O[C@@H](C)[C@H](O)[C@@H](O)[C@H]2O)[C@@H](O)[C@@H]1O,/,-5%,/,74%[activator],-19%,/,/,27%,/,12
COc1cc(NC(=O)CSc2nccc(=O)[nH]2)c(C)cc1[N+](=O)[O-],-3%,-2%,3%,-1%,2%,-1%,?,-16%,?,-12
CCOc1ccccc1Nc1nnc(SCC(=O)N2CCCC2)s1,5%,-2%,-1%,-5%,/,-3%,-10%,16%,1%,6
Fc1ccc(N2CCN(c3ccc4c(C(F)(F)F)cc(C(F)(F)F)nc4n3)CC2)cc1,2%,-1%,8%,-6%,-2%,-8%,9%,-13%,0%,-10
COc1ccc(/C=C/C(=O)c2ccc(O)cc2)cc1,-4%,1%,11%,-3%,4%,2%,18%,-18%,7%,-2
CCCC(CCC(=O)Nc1cc([N+](=O)[O-])ccc1O)C(=O)O (centres undefined),-2%,-8%,0%,-1%,0%,-10%,8%,25%,?,1
Cc1cc(NC(=O)CSc2nc3c(c(=O)n2C)SCC3)no1,10%,8%,13%,-3%,2%,4%,11%,12%,-1%,1
CC(C)(C)N1C(=O)c2ccc(C(=O)Nc3ccc(O)cc3)cc2C1=O,-8%,-15%,4%,1%,/,-2%,13%,27%,?,12
CCOC(=O)c1c(C)[nH]c(C(=O)OCC(=O)NC(C)C)c1C,0%,-2%,5%,-4%,-6%,2%,/,-11%[7.66 µM],0%,15
CCCCn1c(CCNC(=O)CC)nc2ccccc21,-1%,6%,1%,-1%,-3%,-7%,2%,11%,-1%,13
NC(C(=O)O)C(c1ccccc1)C(F)F (centres undefined),1%,5%,-15%,-5%,-6%,-3%,/,0%,-5%,-3
CCC(=O)OC1(C#CCOc2ccc(OC)cc2)CCN(C)CC1,9%,5%,2%,-6%,-1%,2%,-27%,-9%,-6%,6
CCCCc1ccc(NC=C2C(=O)OC3(CCCCC3)OC2=O)cc1,0%,-4%,9%,-4%,/,-1%,-11%,4%,-2%,2
CN(C)CCCN(C(=O)c1ccc(S(=O)(=O)N2CCCC2)cc1)c1nc2ccc(Br)cc2s1,-9%,9%,2%,-5%,5%,-16%,/,-66%[inhibitor],-5%,8
O=C(Nc1ccccn1)C1CCCN1S(=O)(=O)c1ccc(Cl)cc1 (centres undefined),5%,48%,-10%,0%,8%,1%,/,0%,-7%,4
Oc1ccc(/C=N/N2CCN(C3c4ccccc4-c4ccccc43)CC2)cc1O,-3%,-8%,3%,-3%,3%,4%,/,-12%,-1%,-13
CCCCN(C(=O)NC(=O)C1=C(N2CCOCC2)/C(=C/c2ccccc2)CC1)S(C)(=O)=O,i,4%,-3%,0%,-5%,0%,7%,-22%,?,-6
COc1ccc(N2CCN(S(=O)(=O)c3ccc4c(c3)NC(=O)C(C)C(=O)N4)CC2)cc1 (centres undefined),-2%,2%,/,-9%,-7%,5%,-6%,12%,-2%,-3
COc1cccc(-c2ccc(C#N)c(OC(=O)c3ccc(Cl)cc3)n2)c1,335%[activator],5%,-2%,-1%,-1%,3%,-10%,1%,?,-4
CCN(C(=O)C1CCCN1S(=O)(=O)c1cccc2nsnc12)c1ccccc1 (centres undefined),0%,-15%,-1%,1%,-2%,3%,/,19%,?,0
COc1cccc(Oc2coc3cc(OC(=O)N4CCOCC4)ccc3c2=O)c1,5%,1%,-2%,-1%,5%,0%,0%,-16%,-4%,-9
CCc1nnc(NC(=O)CN2CCN(C3CCCCC3)CC2)s1,0%,/,-4%,-7%,3%,-2%,-22%,10%,0%,36
Cc1nc(/C(N)=N/OC(=O)Cc2ccccc2)no1,2%,0%,2%,-3%,0%,0%,0%,-18%,/,-10
O=C(c1ccco1)N1CCN(C(=O)c2ccccc2NS(=O)(=O)c2ccc(F)cc2)CC1,2%,0%,34%,-2%,3%,-2%,-12%,-17%,-14%,-2
O=[N+]([O-])c1nc2ccccc2[nH]1,2%,/,/,0%,-4%,/,/,?,/,/
CCc1cc(/C(Cc2ccccn2)=N\O)c(O)cc1O,-1%,1%,13%,-6%,/,-13%,-4%,20%[7.66 µM],-3%,-21
O=C(CCCN1C(=O)/C(=C/c2ccc3c(c2)OCO3)SC1=S)Nc1cccc(C(=O)O)c1,-7%,-3%,12%,2%,-8%,1%,/,-11%,-3%,0
CC(C)c1ccc2oc(-c3cc(N)ccc3O)nc2c1,-5%,/,1%,-7%,6%,-17%,?,-7%,7%,-5
CN1C(=O)C2(C(C#N)=C(N)Oc3c2oc(CO)cc3=O)c2ccccc21 (centres undefined),1%,7%,4%,-9%,/,1%,-6%,-5%,-1%,1
O=S(=O)(NC1CCCC1)c1ccc(S(=O)(=O)N2CCc3ccccc32)cc1,-10%,-4%,3%,-9%,-1%[46.1 µM],7%,-16%,-44%,-8%,-17
OCC1CCCN(C(=S)NCCc2ccccc2)C1 (centres undefined),7%,4%,4%,-6%,-4%,-1%,-4%,16%,-16%,13
S=C(NCc1cccs1)Nc1cccc2ccccc12,1%,4%,14%,1%,25%,8%,11%,-19%,12%,10
COc1ccccc1NC(=O)Nc1ccc(S(=O)(=O)Nc2onc(C)c2C)cc1,15%,4%,/,-1%,-7%,-2%,/,7%,/,-5
C/C(=N\NC(=O)COc1cccc(C)c1)c1ccc2ccccc2c1O,11%,-5%,?,0%,3%,-2%,/,-9%,14%,6
COc1ccc(C(=O)NCCc2ccc(C(F)(F)F)cc2)cc1S(=O)(=O)N1CCOCC1,-6%,-9%,/,-2%,4%,0%,/,7%,/,-5
Nc1n[nH]c(=S)n1-c1ccc(Cl)cc1,3%,8%,-4%,0%,-7%,-1%,0%,9%,2%,15
O=C(COC(=O)Cc1ccc(F)cc1)Nc1ccc2[nH]c(=O)[nH]c2c1,-3%,1%,/,0%,-8%,-3%,/,-14%,/,4

# High-throughput results deposited in PubChem BioAssay by National Center for Advancing Translational Sciences (NCATS).

# Not all compounds are listed (hit frequency here may not be typical).
